# GLP1R cytotox: qHTS of GLP-1 Receptor Inverse Agonists: Cytotox Screen | hit rate 0.13% among 410,000 | HEK293 cAMP-luciferase reporter cells, luminescence, 24 h | Potency, µM (top dose mostly 38.3 µM), for the others: at the top dose activity change, negative = inhibition, hits mostly inhibitors;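 also: loss of luciferase light is scored as toxicity; % is scaled to controls: 0 for no effect and ±100 for the full control effect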
#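 A 23 nL compound transfer followed 12 hours of cell culture at 37 deg C; exposure then lasted 24 hr. Luciferase assay detection reagent was dispensed and plates read for luminescence after a 12 min room-temperature wait.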
# GLP1R inv ag: qHTS of GLP-1 Receptor Inverse Agonists (Inhibition Mode). Glucagon-like peptide 1 receptor (Homo sapiens), P43220. Potency, µM (series often up to 38.3 µM), inactives show at the highest dose activity change, negative = inhibition, actives largely listed as inhibitors. AID 624417, 2012. HEK293 GLP-1R CRE-luciferase, luminescence, 24 h; GLP-1R form is constitutively active. hit rate 1.6% among 410,000; also: % is scaled to controls: 0 for no effect and ±100 for the full control effect; nearly all actives have a fitted effect of over 55% in size
# Target sequence (P43220 whole entry, looked up): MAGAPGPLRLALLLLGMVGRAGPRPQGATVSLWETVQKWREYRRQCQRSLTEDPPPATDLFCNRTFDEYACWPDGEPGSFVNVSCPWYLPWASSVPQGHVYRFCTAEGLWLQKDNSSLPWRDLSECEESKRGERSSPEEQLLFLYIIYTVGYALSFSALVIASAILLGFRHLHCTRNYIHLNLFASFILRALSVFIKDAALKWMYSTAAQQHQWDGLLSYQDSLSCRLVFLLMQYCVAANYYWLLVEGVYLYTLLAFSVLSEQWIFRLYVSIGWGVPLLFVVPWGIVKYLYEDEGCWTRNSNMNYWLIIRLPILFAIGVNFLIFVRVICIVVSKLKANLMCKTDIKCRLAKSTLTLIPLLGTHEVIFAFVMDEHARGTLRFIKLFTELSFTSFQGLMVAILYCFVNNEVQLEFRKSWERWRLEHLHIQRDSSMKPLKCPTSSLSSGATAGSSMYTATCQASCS
#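 Inverse agonists were sought by their lowering of basal cAMP reporter luciferase output in HEK293 cells stably carrying constitutively active human GLP-1R, after 24 h compound treatment.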
# PTHR1 agonist: qHTS for PTHR1 Agonists: Primary Screen; Parathyroid hormone/parathyroid hormone-related peptide receptor (Homo sapiens), Q03431; HEK293 GP2 PTHR1 cells, GloSensor cAMP luminescence, 1 h; Potency, µM (top dose mostly 115 µM), for inactives: at the highest dose activation, usual class: activators; hit rate 0.075% among 410,000; AID 743266, 2014; also: nearly all actives have a fitted effect of over 55% in size; some results filed as inactive show a strong effect at the top dose; inactives centre near -15; many of its hits are not listed in these tables
# Target sequence (Q03431 whole entry, looked up): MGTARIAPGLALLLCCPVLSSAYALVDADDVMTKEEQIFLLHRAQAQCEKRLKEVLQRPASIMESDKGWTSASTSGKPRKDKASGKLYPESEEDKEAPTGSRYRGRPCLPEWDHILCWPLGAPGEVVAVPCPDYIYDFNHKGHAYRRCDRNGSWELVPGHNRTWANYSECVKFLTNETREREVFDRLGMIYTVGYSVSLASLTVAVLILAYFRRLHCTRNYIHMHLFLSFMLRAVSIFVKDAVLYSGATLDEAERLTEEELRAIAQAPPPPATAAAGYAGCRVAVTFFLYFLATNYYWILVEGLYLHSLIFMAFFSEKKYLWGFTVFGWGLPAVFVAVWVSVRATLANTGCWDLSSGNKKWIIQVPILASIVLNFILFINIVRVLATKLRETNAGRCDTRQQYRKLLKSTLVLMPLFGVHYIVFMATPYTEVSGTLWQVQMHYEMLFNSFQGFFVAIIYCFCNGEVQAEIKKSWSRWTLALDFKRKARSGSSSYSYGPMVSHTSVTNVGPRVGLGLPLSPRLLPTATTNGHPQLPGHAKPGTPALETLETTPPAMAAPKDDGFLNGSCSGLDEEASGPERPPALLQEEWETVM
#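 HEK-293-derived GP2 cells expressing PTHR1 and a GloSensor cAMP reporter, 3,000/well, plated overnight, given luciferin plus IBMX (each 0.5 mM as added) for 1 h at 37 °C, then compound for 1 h at 37 °C. Luminescence was read after 15 min at room temperature.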
# An asterisk follows results filed as active; i = inactive; ? = inconclusive; [ ] = another dose, or the depositor's remark. Calls follow the shape of the dose curve; as a rule, active = well fitted curve in the direction sought with a large enough effect; inconclusive = small, poorly fitted or top-dose-only effect, or another doubt; inactive = no such curve, though single readings can be large; an effect the other way counts as inactive or inconclusive. Potency is read from the fitted curve at half-maximal effect. An excerpt; count on the stated rates, not on these rows.
# The line under a structure holds: GLP1R cytotox	GLP1R inv ag	PTHR1 agonist
> N#Cc1ccccc1NC(=O)c1cccn(Cc2ccccc2)c1=O
→ 1.0%	-7.4%	-24.7%
> CC(=O)c1ccc(N2CCN(S(=O)(=O)c3cc(-c4onc(C)c4C)ccc3C)CC2)cc1
→ -0.2%	-1.7%	-48.4%[inhibitor]
> COc1ccc(CNC(=O)CSCc2cnn(-c3ccccc3)c2-n2cccc2)cc1OC
→ -11.4%	-24.4%	-47.0%[inhibitor]
> Cc1ccccc1CNC(=O)c1ccc(-c2nc(CS(=O)(=O)c3ccccc3)c(C)o2)cc1
→ 2.4%	-25.6%	-22.8%
> CC(=O)c1cccc(NC(=O)c2cc3c(s2)-c2c(C)cccc2OC3)c1
→ 4.1%	-4.2%	-47.6%[inhibitor]
> Cc1ccc(-c2nc(CN3C(=O)CN=C(c4ccccc4Cl)c4cc(Cl)ccc43)c(C)o2)cc1
→ -4.5%	?	-7.7%
> CC(C)(C)c1ccc(S(=O)(=O)Nc2ccc(O)c(Sc3nc4ccccc4s3)c2)cc1
→ -12.9%	?	-28.6%
> O=C1CC(c2c(F)cccc2Cl)c2c(c3ccccc3oc2=O)O1 (configuration not stated)
→ 14.2%	5.2%	i
> Cc1cc(N2CCCCC2)nc2ccc(NC(=O)CCC(=O)N3CCN(c4cccc(Cl)c4)CC3)cc12
→ -9.4%	?	-88.1%[inhibitor]
> Cc1cccc(NC(=O)c2oc3ccccc3c2NC(=O)c2cc(=O)c3cc(Cl)ccc3o2)c1
→ 62.9%[activator]	2.6%	-11.2%
> CCCCCN1C(C(=O)c2ccccc2)=C(NC(=O)c2ccc(OC)c(OC)c2)c2ccccc2S1(=O)=O
→ 83.9%[activator]	10µM*	-2.6%
> O=C(c1ccccc1Cl)N1CCC(c2nc3ccccc3s2)CC1
→ 1.6%	-25.0%	-39.3%[inhibitor]
> COc1cccc(C(=O)Nc2ccc(-c3cc(C(F)(F)F)nn3-c3ccccc3)cc2)c1
→ -32.5%	7.94µM*	-89.0%[inhibitor]
> Cc1ccccc1C(=O)Nc1ccc2nc(SCC(=O)N(C)c3ccccc3)sc2c1
→ -8.4%	?	-31.0%
> COc1cc(C(c2c(O)c3ccccc3oc2=O)c2c(C)n(C)n(-c3ccccc3)c2=O)ccc1OCC(=O)O (configuration not stated)
→ 0.9%	10.9%	?
> COc1cc(/C=C/c2nc3ccccc3c(=O)n2-c2ccc(Br)c(C)c2)ccc1O
→ -4.7%	?	-15.9%
> COc1ccc(-n2c(/C=C\c3ccccc3F)nc3ccccc3c2=O)cc1OC
→ 4.2%	-8.0%	-93.6%[inhibitor]
> O=C(Cn1c(=O)nc(-c2ccccc2)c2cc(Cl)ccc21)NCc1ccccc1
→ -15.9%	0.1%	-53.2%[inhibitor]
> COCCN(CCOC)S(=O)(=O)c1ccc(C(=O)Nc2sc3c(c2C(N)=O)CCCC3)cc1
→ -8.0%	11.1%	-64.9%[inhibitor]
> Cc1ccc(NC(=O)c2cnc3sc(N4CCOCC4)nn3c2=O)cc1N(C)C
→ 2.9%	1.7%	-94.8%[inhibitor]
> Cc1ccc(-n2c(/C=C/c3ccc(Br)s3)nc3ccccc3c2=O)cc1
→ -2.3%	-9.4%	-36.3%[inhibitor]
> O=C(COc1ccccc1F)N1CCN(Cc2cc(=O)n3nc(-c4ccccc4Cl)sc3n2)CC1
→ -4.5%	-10.3%	i
> CCCOC(=O)c1c(C)oc2c1cc(NS(=O)(=O)c1ccc(OCC)cc1)c1ccccc12
→ -32.1%	?	i
> CCc1ccc(-n2nc(C)c3c(C(=O)NCCc4ccc(OC)c(OC)c4)cc(C)nc32)cc1
→ -13.1%	?	i
> CCOc1ccc(NC(=O)CN(c2ccc(Cl)cc2C)S(=O)(=O)c2ccccc2)cc1
→ -9.3%	?	?
> Cc1ccc(Cl)cc1N1CCN(C(=O)C2CCCN(S(=O)(=O)c3ccc(Br)s3)C2)CC1 (configuration not stated)
→ 3.2%	?	-23.0%
> Cc1cc(C)cc(-n2c(/C=C/c3cccc(F)c3)nc3ccccc3c2=O)c1
→ -1.4%	4.2%	-49.1%[inhibitor]
> COc1ccc(C(=O)N2CCN(c3nc4c(OC)cccc4s3)CC2)cc1OC
→ 0.8%	-18.8%	-36.5%[inhibitor]
> Cc1oc(-c2cccc(Cl)c2)nc1CN1CCC(C(=O)NCCCN2CCN(c3ccc(F)cc3)CC2)CC1
→ 7.6%	?	-3.2%
> N#Cc1cc2c(nc1SCC(=O)Nc1ccc(Cl)c(C(F)(F)F)c1)C1CCN2CC1
→ 28.3%	-21.9%	-39.2%[inhibitor]

# As entered above:
# GLP1R cytotox, CCCOC(=O)c1c(C)oc2c1cc(NS(=O)(=O)c1ccc(OCC)cc1)c1ccccc12 reads -32.1%
# GLP1R cytotox, CC(=O)c1cccc(NC(=O)c2cc3c(s2)-c2c(C)cccc2OC3)c1 reads 4.1%
# GLP1R cytotox, COc1ccc(-n2c(/C=C\c3ccccc3F)nc3ccccc3c2=O)cc1OC reads 4.2%

# Next entries follow:
# The line under a structure holds: GLP1R cytotox	GLP1R inv ag	PTHR1 agonist
> Cc1ccc(NC(=O)C2CCCN2S(=O)(=O)c2ccc3nc(-c4ccccc4)[nH]c3c2)cc1F (configuration not stated)
→ ?	?	-94.2%[inhibitor]
> CCOCCCNC(=O)c1c[nH]c2ccc(S(=O)(=O)N(C)c3ccc(Cl)cc3F)cc2c1=O
→ -20.6%	-20.7%	-34.3%[inhibitor]
> Cc1nnc(NC(=O)c2cccn(Cc3cccc([N+](=O)[O-])c3)c2=O)s1
→ -3.2%	10.3%	-14.8%
> CC(C)C12CN3CC(C(C)C)(CN(C1)C3c1ccccn1)C2=O (configuration not stated)
→ -15.6%	9.8%	0.0%
> CCc1ccc(-n2nc(C)c3c2NC(=O)CSC3c2ccccc2C)cc1 (configuration not stated)
→ -15.4%	?	-38.0%[inhibitor]
> O=C(Nc1nc2c(s1)CCCCCC2)Nc1ccc(F)cc1F
→ 8.2%	31.1%[activator]	-47.5%[inhibitor]
> CCCSc1ncc(Cl)c(C(=O)N(Cc2ccccc2)c2ccc(OC)cc2)n1
→ 2.7%	?	-23.4%
> Cc1ccc(C)c(N2CCN(C(=O)C3CCN(Cc4nc(-c5cccc(Cl)c5)oc4C)CC3)CC2)c1
→ 2.7%	1.4%	-69.6%[inhibitor]
> Cc1cc(-n2c(/C=C/c3ccc(Br)s3)nc3ccccc3c2=O)ccc1Br
→ -1.4%	20.6%	-98.4%[inhibitor]
> CC(C)c1nn2c(=O)cc(COC(=O)Cc3ccccc3)nc2s1
→ -16.8%	2.6%	i
> Cc1nnc(NC(=O)c2cccn(Cc3ccccc3)c2=O)s1
→ 3.8%	15.4%	i
> Cc1ccc(Cn2cccc(C(=O)Nc3nnc(C)s3)c2=O)cc1
→ 0.5%	14.3%	i
> CSc1ncc(C(=O)Nc2ccc(Cl)cc2C(=O)c2ccccc2)c(C)n1
→ 0.1%	-26.5%	-5.2%
> O=c1c2ccccc2nc(/C=C\c2cccc(Br)c2)n1-c1ccc(O)cc1
→ -5.5%	3.3%	i
> COc1ccc(Br)cc1C1SCC(=O)Nc2c1c(C)nn2-c1ccccc1C (configuration not stated)
→ -1.8%	?	-30.8%[inhibitor]
> Cc1cc(NC(=O)c2cccn(Cc3cccc([N+](=O)[O-])c3)c2=O)no1
→ 13.2%	2.5%	-1.9%
> Cc1cccc(OCC(=O)N2CCN(Cc3cc(=O)n4nc(-c5ccccc5Cl)sc4n3)CC2)c1
→ 3.5%	8.1%	i
> CCCCOc1ccc(CNC(=O)c2cc3n(n2)CCCN(Cc2ccc(C)cc2)C3=O)cc1
→ 0.5%	?	-32.4%[inhibitor]
> CCOC(=O)c1ccc(NC(=O)c2cccn(Cc3ccc(C)cc3)c2=O)cc1
→ -3.3%	-14.7%	-21.7%
> COc1cc(OC)c(NS(=O)(=O)c2cc(-c3cnc(C4CC4)o3)ccc2C)cc1Cl
→ -12.7%	?	-4.6%
> COc1cccc(C(=O)c2cn(CC(=O)Nc3cc(Cl)c(OC)cc3OC)c3nc(C)ccc3c2=O)c1
→ 2.2%	4.3%	-49.7%[inhibitor]
> Cc1ccccc1OCC(=O)N1CCN(CCc2ccccn2)CC1
→ 14.1%	3.0%	i
> O=C(COc1ccc(Br)cc1)Nc1ccc(Cl)cc1C(=O)c1ccccc1
→ 3.9%	10.9%	-11.9%
> CCOc1ccc(NC(=O)c2ccc(F)c(S(=O)(=O)NCc3ccc4c(c3)OCO4)c2)cc1
→ -5.9%	?	-28.7%
> Cc1cc(C)cc(NC(=O)CN2C(=O)CN=C(c3ccccc3)c3cc(Cl)ccc32)c1
→ -15.9%	?	-8.8%
> CN(C)c1ccc(CN2CCc3nc(N4CCN(c5ccccn5)CC4)ncc3C2)cc1
→ 1.5%	?	-94.3%[inhibitor]
> Cc1cccc(-n2c(/C=C/c3cn(C)c4ccccc34)nc3ccccc3c2=O)c1
→ 3.9%	-23.7%	-65.5%[inhibitor]
> Cc1nnc(NC(=O)c2cccn(Cc3cccc(F)c3)c2=O)s1
→ 4.1%	24.3%	i
> Cc1cc(-c2ccc(S(=O)(=O)Nc3ccc(Br)c(C)c3)s2)on1
→ ?	?	-24.1%
> Cc1ccc(NC(=O)Cn2c(=O)oc3cc(S(=O)(=O)N4CCCCCC4)ccc32)cc1Cl
→ 3.4%	3.1%	-30.5%[inhibitor]

# Another view of 4 compounds above:
COc1ccc(-n2c(/C=C\c3ccccc3F)nc3ccccc3c2=O)cc1OC
- GLP1R cytotox: 4.2%
- GLP1R inv ag: -8.0%
- PTHR1 agonist: -93.6%[inhibitor]
COc1cccc(C(=O)Nc2ccc(-c3cc(C(F)(F)F)nn3-c3ccccc3)cc2)c1
- GLP1R cytotox: -32.5%
- GLP1R inv ag: 7.94µM*
- PTHR1 agonist: -89.0%[inhibitor]
COCCN(CCOC)S(=O)(=O)c1ccc(C(=O)Nc2sc3c(c2C(N)=O)CCCC3)cc1
- GLP1R cytotox: -8.0%
- GLP1R inv ag: 11.1%
- PTHR1 agonist: -64.9%[inhibitor]
CCCCOc1ccc(CNC(=O)c2cc3n(n2)CCCN(Cc2ccc(C)cc2)C3=O)cc1
- GLP1R cytotox: 0.5%
- GLP1R inv ag: ?
- PTHR1 agonist: -32.4%[inhibitor]

# Later entries:
# The line under a structure holds: GLP1R cytotox	GLP1R inv ag	PTHR1 agonist
> CCOc1ccc(CCNC(=O)c2cc3c(-c4cccc(OC)c4)nn(C)c3s2)cc1OCC
→ -25.7%	?	-44.6%[inhibitor]
> Cc1cccc(CN2C(=O)CN=C(c3ccccc3)c3ccccc32)c1
→ -8.2%	-27.1%	-31.1%[inhibitor]
> CC(C)(C)c1ccc(OCC(=O)Nc2ccc(Cl)cc2C(=O)c2ccccc2)cc1
→ -10.6%	-4.0%	i
> O=C(NC1CCCCC1)c1ccc(CSc2nc3ccncc3n2Cc2ccc(F)cc2)cc1
→ -0.8%	-21.5%	-36.7%[inhibitor]
> COc1cccc(NC(=O)Cn2cc(C(=O)c3ccccc3)c3ccccc32)c1
→ -25.1%	?	i
> CCOC(=O)c1c(C)[nH]c(C)c1S(=O)(=O)NCC(=O)N1CCN(c2cc(Cl)ccc2C)CC1
→ -17.2%	?	-39.2%[inhibitor]
> Cc1ccc2c(=O)n(-c3cccc(Cl)c3)c(=O)[nH]c2c1
→ -2.9%	4.9%	-4.5%
> CCOc1ccc(-c2cc(C(=O)N3CCN(c4cccc(C(F)(F)F)c4)CC3)c3ccccc3n2)cc1
→ -12.9%	?	i
> Cc1ccc(NC(=O)c2sc3nc(-c4ccncc4)ccc3c2N)cc1
→ 38.9%[activator]	33.4%[activator]	10.7%
> COc1cccc(C(=O)Oc2c(Sc3ccc(C)cc3)c(C)nn2C(C)(C)C)c1OC
→ ?	3.16µM*	-87.5%[inhibitor]
> CCOc1ccc(S(=O)(=O)NCCc2sc3nc(-c4ccc(C)cc4)nn3c2C)cc1
→ 1.2%	4.6%	-89.8%[inhibitor]
> CCc1ccc(NC(=O)c2ccc(F)c(S(=O)(=O)N3CCC4(CC3)OCCO4)c2)cc1
→ 2.5%	?	-94.1%[inhibitor]
> O=C1C2=C(Nc3ccccc3SC2c2ccc(C(F)(F)F)cc2)c2ccccc21 (configuration not stated)
→ ?	?	-2.4%
> Cc1ccc(NC(=O)N(Cc2ccc3c(c2)OCO3)C2CCN(Cc3ccccc3)CC2)cc1F
→ -0.2%	?	i
> Cc1cc(NC(=O)c2cccn(Cc3ccccc3)c2=O)no1
→ 3.2%	9.7%	i
> Cc1ccc(NC(=O)C2CCCN(C(=O)c3cnn(-c4ccccc4)c3-n3cccc3)C2)cc1 (configuration not stated)
→ 1.1%	-1.5%	-30.8%[inhibitor]
